Assay outcomes from PubChem.
BRCT PPI red = BRCT-phosphoprotein interaction inhibition (red fluorophore) | BRCT-phosphopeptide binding, red fluorescence polarization | Potency, µM (highest dose often 76.9 µM), without a hit: at the top dose activity change, negative = inhibition, usual class: inhibitors | 75,000 tested, 0.03% active | AID 892; also: % is scaled to controls: 0 for no effect and ±100 for the full control effect
Target sequence (P38398 whole entry, looked up): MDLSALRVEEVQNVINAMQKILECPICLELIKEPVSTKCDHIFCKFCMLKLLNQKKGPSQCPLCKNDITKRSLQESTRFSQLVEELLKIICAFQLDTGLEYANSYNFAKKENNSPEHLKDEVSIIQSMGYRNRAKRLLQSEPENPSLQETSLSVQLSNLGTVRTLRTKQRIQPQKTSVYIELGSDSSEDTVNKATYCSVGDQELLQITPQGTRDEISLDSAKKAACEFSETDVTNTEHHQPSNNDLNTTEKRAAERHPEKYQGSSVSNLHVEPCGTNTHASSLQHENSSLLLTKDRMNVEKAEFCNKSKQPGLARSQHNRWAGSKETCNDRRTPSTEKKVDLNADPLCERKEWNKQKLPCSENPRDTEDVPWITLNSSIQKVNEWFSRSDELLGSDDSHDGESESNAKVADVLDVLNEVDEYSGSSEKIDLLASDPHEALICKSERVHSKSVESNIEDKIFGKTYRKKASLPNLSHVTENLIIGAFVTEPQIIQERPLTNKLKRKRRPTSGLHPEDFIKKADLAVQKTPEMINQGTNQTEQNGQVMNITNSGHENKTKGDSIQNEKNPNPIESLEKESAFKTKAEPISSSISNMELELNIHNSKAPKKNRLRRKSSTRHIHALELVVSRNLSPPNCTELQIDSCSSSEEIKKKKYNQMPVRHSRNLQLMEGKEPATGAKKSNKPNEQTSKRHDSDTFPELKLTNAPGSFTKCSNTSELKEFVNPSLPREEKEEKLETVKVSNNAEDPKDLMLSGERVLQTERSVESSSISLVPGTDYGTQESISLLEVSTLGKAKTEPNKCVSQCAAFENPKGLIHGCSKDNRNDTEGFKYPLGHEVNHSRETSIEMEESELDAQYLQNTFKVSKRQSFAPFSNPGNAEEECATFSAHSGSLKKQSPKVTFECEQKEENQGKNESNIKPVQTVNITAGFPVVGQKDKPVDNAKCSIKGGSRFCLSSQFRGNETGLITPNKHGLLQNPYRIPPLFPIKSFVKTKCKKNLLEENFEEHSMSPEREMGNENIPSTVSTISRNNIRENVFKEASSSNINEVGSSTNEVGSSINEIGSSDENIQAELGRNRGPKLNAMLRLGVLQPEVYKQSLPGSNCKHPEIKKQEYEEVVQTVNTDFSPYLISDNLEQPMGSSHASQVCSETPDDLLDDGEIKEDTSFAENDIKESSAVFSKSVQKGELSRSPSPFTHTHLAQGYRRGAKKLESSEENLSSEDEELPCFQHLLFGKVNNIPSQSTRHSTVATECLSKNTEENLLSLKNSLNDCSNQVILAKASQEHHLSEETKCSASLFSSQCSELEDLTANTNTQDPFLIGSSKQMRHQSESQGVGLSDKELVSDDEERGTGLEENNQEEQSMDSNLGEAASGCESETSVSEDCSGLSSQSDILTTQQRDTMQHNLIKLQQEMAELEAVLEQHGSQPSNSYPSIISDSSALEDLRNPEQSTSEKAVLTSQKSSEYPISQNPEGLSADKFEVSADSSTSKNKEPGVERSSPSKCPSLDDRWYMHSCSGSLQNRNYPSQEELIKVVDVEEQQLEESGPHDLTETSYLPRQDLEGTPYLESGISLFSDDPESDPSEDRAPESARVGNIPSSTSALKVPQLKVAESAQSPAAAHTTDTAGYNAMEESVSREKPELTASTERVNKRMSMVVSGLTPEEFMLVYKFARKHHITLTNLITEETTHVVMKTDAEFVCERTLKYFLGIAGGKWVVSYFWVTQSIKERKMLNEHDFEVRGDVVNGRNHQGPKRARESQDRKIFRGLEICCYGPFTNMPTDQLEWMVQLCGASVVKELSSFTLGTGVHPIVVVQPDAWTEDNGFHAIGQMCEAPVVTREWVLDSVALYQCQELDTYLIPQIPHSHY
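Rhodamine-labelled pBACH1 10-mer (100 nM) bound to BRCT domain (100 nM) at pH 7.3; compounds incubated 12 min room temperature, polarization read. Free peptide defines full inhibition; unlabelled decapeptide titrated as control.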
Ub-GFP proteasome = inhibits proteasome, raising ubiquitin-GFP reporter fluorescence; 67,000 tested, under 10 active; Potency, µM (titrated, usually from 45.9 µM), without a hit: at the top dose activation (GFP accumulation), usual class: activators; AID 526; Ubiquitin-GFP reporter cells, proteasome inhibition, GFP fluorescence; response scale: untreated = 0%, 10 µM MG-132 = 100%; active = well fitted activation curve with a large enough effect, not every such curve was filed as active; inconclusive = small, poorly fitted or top-dose-only effect, or another doubt; inactive = no such curve, though single readings can be large or run the other way; also: potency is read from the fitted curve at half-maximal effect
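Proteasome blockade was scored as a rise in GFP-expressing U2OS cells carrying a ubiquitin(G76V)-GFP construct, imaged after 4 hr compound treatment at 37 °C across a 46 uM–2.9 nM series.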
15-hLO inh = 15-hLO (ALOX15) enzyme inhibition | P16050 | purified 15hLO-1, xylenol orange hydroperoxide absorbance | Potency, µM (top dose mostly 57.1 µM), for the others: top-dose activity change, negative = inhibition, usual class: inhibitors | 74,000 tested, 1.4% active | AID 887; also: potency is read from the fitted curve at half-maximal effect; % is scaled to controls: 0 for no effect and ±100 for the full control effect; nearly all actives have a fitted effect of over 55% in size
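Readout: Fe(III)-xylenol orange absorbance, 573-to-405 nm ratio as reaction progress. Enzyme 40 nM purified human 15hLO-1, substrate 50 uM arachidonic acid, 6 min RT after 15 min compound preincubation; Hepes pH 7.5 buffer with Triton X-100.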
USP2a inh = blocks human ubiquitin-specific protease USP2a. USP2a enzymatic assay, qHTS inhibition. O75604. 60,000 tested, 0.1% active. Potency, µM (titrated, usually from 38.3 µM), for inactives: top-dose activity change, negative = inhibition, actives largely listed as inhibitors;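 also: potency is read from the fitted curve at half-maximal effect; nearly all actives have a fitted effect of over 60% in size; plate controls were DMSO for no effect and NEM full inhibition control for full effect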
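USP2 core (20nM final) preincubated 30 min RT with compound, then Ub-PLA2 20nM and NBD C6-HPC 20uM final added; buffer 20mM Tris-HCl pH 8.0, 2mM CaCl2. Fluorescence Ex 460/Em 535 read at 0 and 2.5 h; normalized to NEM.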
BRCT PPI green = inhibitors of human BRCA1 BRCT-phosphoprotein interaction (green fluorophore). P38398. 75,000 tested, 0.05% active. BRCA1 BRCT-phosphopeptide binding, green fluorescence polarization. Potency, µM (top dose mostly 76.9 µM), inactives show at the top dose activity change, negative = inhibition, actives largely listed as inhibitors. AID 875;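 also: potency is read from the fitted curve at half-maximal effect; plate controls were peptide without protein for full effect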
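Fluorescence polarization: His-tagged BRCT (~35 kDa BRCA1 C-terminus, 250 nM) bound to 100 nM fluorescein-labeled phosphorylated 10-aa BACH1 peptide, pH 7.3 phosphate buffer with DTT and Tween 20. Compounds incubated 12 min at room temperature; inhibition read as lowered polarization.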
Hsp90 Hop PPI = changes Hsp90-Hop TPR2A binding signal, up or down | AlphaScreen TPR2A-His6 binding biotin-Hsp90 C-terminal peptide | Potency, µM (highest dose often 57 µM), inactives show at the highest dose activity change, negative = inhibition | 71,000 tested, 0.44% active; active = well fitted curve in either direction with a large enough effect; inconclusive = small, poorly fitted or top-dose-only effect, or another doubt; also: potency is read from the fitted curve at half-maximal effect; % is scaled to controls: 0 for no effect and ±100 for the full control effect; many of its hits are not listed in these tables
CRE-bla Fsk = CRE-bla signaling modulation under forskolin stimulation; CHO CRE-bla reporter (cAMP response element driving beta-lactamase), forskolin EC10, beta-lactamase ratio; Potency, µM (series often up to 38.2 µM), for inactives: at the highest dose activity change, negative = inhibition, most hits filed as activators; 71,000 tested, 2.5% active; AID 662; active = well fitted activation curve with a large enough effect in the signal ratio, with a control signal flat, not every such curve was filed as active; inconclusive = small, poorly fitted or top-dose-only effect, or effect the other way, or a change in a side signal; the % refers to the signal ratio; also: potency is read from the fitted curve at half-maximal effect; % of control where 0% means no effect
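Beta-lactamase reporter under a cAMP responsive element in CHO cells; compounds tested in titration series against EC10 NKH 477, 3 h at 37 °C. Read-out: CCF4 FRET ratio 460nm/530nm (excitation 405nm) giving %Activity, fitted to AC50.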
HADH2 inh = blocks human hydroxyacyl-CoA dehydrogenase type II; Q99714; recombinant HADH2, NADH fluorescence, beta-hydroxybutyryl-CoA; Potency, µM (doses to about 57.1 µM), for the others: top-dose activity change, negative = inhibition, usual class: inhibitors; 73,000 tested, 3.4% active; also: potency is read from the fitted curve at half-maximal effect; % is scaled to controls: 0 for no effect and ±100 for the full control effect; nearly all actives have a fitted effect of over 60% in size; many of its hits are not listed in these tables
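Buffer 100 mM Tris-HCl pH 9.0/0.01% Tween-20; HADH2 20 nM; NAD+ 1 mM; beta-hydroxybutyryl-CoA 90 uM (all final). 15 min cpd preincubation, RT.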
Pol III holo inh = blocks replication by bacterial DNA polymerase III holoenzyme | reconstituted DNA polymerase III holoenzyme replication, biochemical | Potency, µM (doses to about 57.1 µM), for the others: at the top dose activity change, negative = inhibition | 71,000 tested, 0.25% active | AID 603; also: potency is read from the fitted curve at half-maximal effect; % is scaled to controls: 0 for no effect and ±100 for the full control effect
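Reconstituted *E. coli* holoenzyme (0.35 nM Pol III, 1 nM beta, 154 nM SSB, 2 nM primase) was preincubated with compound for 15 min at RT. Synthesis on 1.4 nM ssM13Gori ran 35 min, then was stopped with PicoGreen/EDTA and read as dsDNA fluorescence.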
HBB splice mod = hemoglobin beta splicing modulation | HBB splicing reporter cell assay, activation; EGFP reporter with mutant IVS2-654 intron; response scale: normalised to 500 nM splice-correcting PNA | Potency, µM (titrated, usually from 46.1 µM), for the others: at the highest dose activation, hits mostly activators | 65,000 tested, 0.06% active | AID 925; also: potency is read from the fitted curve at half-maximal effect; 0% is about no effect
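Compounds were applied for 2 days to HeLa EGFP-654 cells, 500/well in Optimem with 2% FCS. The reporter's EGFP is disrupted by mis-splicing of beta-globin intron IVS2-654. Readout: summed well GFP fluorescence from 488 nm laser scanning; reference was 500 nM antisense […] 654 PNA.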
Epigenetic mod = epigenetic GFP locus derepression in mouse cells; mouse C127i GFP locus derepression, cytometry, 30 h; Potency, µM (highest dose often 46.1 µM), for the others: at the top dose GFP derepression (activation); 68,000 tested, 0.09% active; AID 597; also: % of control where 0% means no effect
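Locus derepression in mouse mammary C127i cells whose integrated CMV-GFP reporter is normally silent; GFP expression after 30 h compound treatment was quantified by counting fluorescent cells.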
Starred values were filed as active, the others as inactive; ? = inconclusive; / = not tested or not shown; [ ] = remark or other dose. Unless noted, calls follow the shape of the dose curve; as a rule, active = well fitted curve in the direction sought with a large enough effect; inconclusive = small, poorly fitted or top-dose-only effect, or another doubt; inactive = no such curve, though single readings can be large; an effect the other way counts as inactive or inconclusive.

canonical_smiles	BRCT PPI red	Ub-GFP proteasome	15-hLO inh	USP2a inh	BRCT PPI green	Hsp90 Hop PPI	CRE-bla Fsk	HADH2 inh	Pol III holo inh	HBB splice mod	Epigenetic mod
Cc1nnc(SCCn2c(N3CCCC(C)C3)nc3c2c(=O)n(C)c(=O)n3C)s1 (configuration not stated)	0.2%	0%	-4%	/	-1.2%	1%	8%	-17%	-6%	0.0%	/
Cc1cccc(OCC(=O)NCCN2CCOCC2)c1	0.1%	-8%	12%	6%	-2.7%	-3%	?	?	-7%	2.8%	0%
Cc1cc(C)nc(N2CCC(C(=O)NCc3cccc(C(F)(F)F)c3)CC2)n1	-0.7%	-1%	-14%	17%	-2.4%	-4%	-12%	8%	2%	-0.8%	1%
Cn1c(C(C#N)C(=O)c2ccco2)nc2ccccc21 (configuration not stated)	-1.0%	/	2%	7%	1.1%	-6%	22%	-13%	-13%	0.7%[0.369 µM]	-2%
CCN1C(=O)C(NC(C)=O)c2cc(OC)ccc21 (configuration not stated)	0.2%	6%	-1%	3%	0.4%	-6%	?	-12%	-1%	1.1%[1.84 µM]	0%
CCOC(=O)c1c(CN2CCN(C)CC2)oc2ccc(OC)cc12	-1.4%	-4%	-9%	-4%	-2.9%	-3%	6%	5%	-4%	-0.2%	0%
CCN1CCN(CCCNC(=O)Cn2cc3c(n2)CCCC3)CC1	0.0%	3%	4%	/	-1.5%	-1%	1%	5%	-2%	3.7%	9%
CC(c1nnc(Sc2nnnn2-c2ccccc2)n1-c1ccc(F)cc1)N(C)C (configuration not stated)	0.8%	1%	5%	1%	0.1%	-3%	?	9%	-7%	0.4%	0%
COC(=O)[C@@H]1CC[C@H](C)[C@@H](c2ccc(C)cc2)N1C(=O)c1ccc(/C=N\OC[C@@H](C)[C@H](OCc2ccccc2)C(C)C)cc1	-2.1%[15.4 µM]	/	9%[11.4 µM]	/	-0.4%[15.4 µM]	/	/	13%[11.4 µM]	/	0.4%[9.22 µM]	/
O=C1CSC(c2cn(-c3ccccc3)nc2-c2ccc3c(c2)OCCO3)N1CCN1CCOCC1 (configuration not stated)	0.4%	-1%	?	36%[activator]	-3.2%	-10%	?	-3%	-3%	-1.3%	-1%
COC(=O)[C@@]1(Cc2ccc(F)cc2)[C@H]2c3cc(C(=O)N(C)C)n(Cc4cc(F)c(F)c(F)c4)c3C[C@H]2CN1C(=O)c1ccccc1	0.9%	/	/	/	-1.3%	-2%	5%	3%	-5%	3.8%	/
COc1cccc(N2CCN(CC(=O)Nc3nnc(-c4ccccc4)s3)CC2)c1	-0.5%	-1%	-5%	33%[activator]	0.4%	-15%	?	10%	0%	-0.3%[57.5 µM]	1%
CCOCCCNC(=O)CN1C(=O)CSc2ccccc21	1.0%	7%	5%	/	-1.5%	-3%	-8%	2%	-4%	-0.7%	0%
N=C1C(c2nc(-c3ccc(Cl)cc3)cs2)=C(O)CN1CCCN1CCOCC1	-2.3%	-6%	-16%	24%	-5.2%	-11%	24%	-1%	-4%	0.0%[57.5 µM]	1%
COc1ccc(NC(=O)C(F)(OC)C(F)(F)F)c(OC)c1 (configuration not stated)	1.2%	-4%	2%	3%	-0.7%	-1%	0%	10%	3%	-0.8%	-1%
O=C(O)C1C2CCC(C2)C1C(=O)NCc1ccco1 (configuration not stated)	0.1%	5%	4%	-10%	-3.5%	3%	?	-1%	-8%	-2.5%	0%

Next part:
molecule,BRCT PPI red,Ub-GFP proteasome,15-hLO inh,USP2a inh,BRCT PPI green,Hsp90 Hop PPI,CRE-bla Fsk,HADH2 inh,Pol III holo inh,HBB splice mod,Epigenetic mod
COCc1nc2ccccc2n1Cc1ccccc1,0.9%,4%,2%,-1%,-1.0%,-1%,8%,-1%,-2%,/,2%
CCC1CCc2c(sc3ncnc(N4CCOCC4)c23)C1 (configuration not stated),-0.3%,-2%,-5%,0%,-0.9%,3%,18%,-3%,-5%,0.2%[57.5 µM],9%
CCOC(=O)/C=C1\SCC(=O)N1CC(=O)Nc1ccccc1OC(F)F,-0.2%,-3%,5%,-3%,6.3%,-2%,-5%,-3%,5%,1.9%,2%
CCN1CCc2c(sc3c2c(NCc2ccco2)nc2nnnn23)C1,0.0%,-5%,?,33%[activator],-1.9%,-8%,?,?,-9%,3.2%[57.5 µM],0%
Cc1cc(NC(=O)CSc2nnc(CNc3ccc(F)cc3)n2C2CCCCC2)no1,0.2%,3%,4%,7%,-2.9%,-5%,-9%,11%,2%,/,3%
O=P(O)(O)c1ccccc1OCc1ccccc1,0.1%,4%,10%,-5%,-1.0%,2%,-4%,-6%,0%,5.7%[0.369 µM],5%
CC1Cc2ccccc2N1C(=O)CCN1C(=O)C2C3C=CC(C3)C2C1=O (configuration not stated),-0.4%,3%,-3%,3%,-1.4%,-3%,-2%,1%,0%,-1.3%,6%
O=C(c1nn(Cc2ccccc2)c(=O)c2ccccc12)N1CCN(c2ccccn2)CC1,-3.4%,-5%,3%,14%,2.2%,-2%,?,6%,1%,-0.3%[57.5 µM],2%
CCOc1ccc(N2C(=O)CC(Sc3nc(C)cc(C)n3)C2=O)cc1 (configuration not stated),-2.1%,14%[9.17 µM],2%[11.4 µM],7%[7.66 µM],-0.9%,-6%[11 µM],?,6%[11.4 µM],3%[11.4 µM],-2.6%[0.0738 µM],-4%
O=C(Nc1ccccc1N1CCOCC1)c1ccc(Br)o1,1.4%,5%,3%,3%,-1.0%,-2%,?,5%,-1%,2.3%,3%
Cc1cc(C)c2c(=O)n(-c3ccccc3)[nH]c2n1,-0.3%,-3%,-14%,-4%,-2.3%,-3%,1%,-5%,-2%,0.0%,2%
Cc1ccc(C)n1-c1ccc(C(=O)NCC2CCCO2)cc1 (configuration not stated),-1.3%,-4%,-23%,4%,-0.8%,-4%,4%,9%,-6%,3.4%[57.5 µM],0%
O=C(CSc1nnc(-c2cccs2)o1)N1CCOCC1,-1.0%,1%,-13%,-4%,-1.7%,-1%,-1%,5%,-7%,0.0%[57.5 µM],2%
Cc1ccc(C(c2nnnn2C(C)(C)C)N2CCc3ccccc3C2)cc1 (configuration not stated),0.1%,3%,15%,/,-1.4%,-1%,-4%,5%,-3%,0.4%[57.5 µM],-2%
CCS(=O)(=O)N1CCC(C(=O)NCc2ccccc2OC)CC1,-0.7%,3%,12%,-4%,0.7%,-2%,?,-4%,-5%,-2.2%,0%
COc1ccc(C2NC(C(=O)O)CS2)cc1COCC(F)(F)F (configuration not stated),-0.9%,-2%,-12%,-9%,0.2%,-6%,-6%,8%,-3%,9.8%[0.369 µM],2%

Profiles from above. Order of screens: BRCT PPI red, Ub-GFP proteasome, 15-hLO inh, USP2a inh, BRCT PPI green, Hsp90 Hop PPI, CRE-bla Fsk, HADH2 inh, Pol III holo inh, HBB splice mod, Epigenetic mod
`Cn1c(C(C#N)C(=O)c2ccco2)nc2ccccc21` (configuration not stated) in the list: -1.0%, /, 2%, 7%, 1.1%, -6%, 22%, -13%, -13%, 0.7%[0.369 µM], -2%
`COc1ccc(C2NC(C(=O)O)CS2)cc1COCC(F)(F)F` (configuration not stated) in the list: -0.9%, -2%, -12%, -9%, 0.2%, -6%, -6%, 8%, -3%, 9.8%[0.369 µM], 2%

A portion of the library (hit frequency here may not be typical).
